JMJD2C inh = human JMJD2C demethylase inhibition; AID 2099; GST-JMJD2C(1-420) H3K9me3 demethylation, DELFIA europium; actives 0.069% (n = 330,000); inhibition, % at 2.35 µM;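 active = more than half of a compound's replicate wells show inhibition beyond 50%, single wells judged on their own value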;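 also: signal counts dimethyl H3K9 product captured on neutravidin plate; 0% = median of DMSO wells and 100% = 0.3 times that DMSO median; strong numbers were not always called active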
Target sequence (Q9H3R0 1-420 limits assumed): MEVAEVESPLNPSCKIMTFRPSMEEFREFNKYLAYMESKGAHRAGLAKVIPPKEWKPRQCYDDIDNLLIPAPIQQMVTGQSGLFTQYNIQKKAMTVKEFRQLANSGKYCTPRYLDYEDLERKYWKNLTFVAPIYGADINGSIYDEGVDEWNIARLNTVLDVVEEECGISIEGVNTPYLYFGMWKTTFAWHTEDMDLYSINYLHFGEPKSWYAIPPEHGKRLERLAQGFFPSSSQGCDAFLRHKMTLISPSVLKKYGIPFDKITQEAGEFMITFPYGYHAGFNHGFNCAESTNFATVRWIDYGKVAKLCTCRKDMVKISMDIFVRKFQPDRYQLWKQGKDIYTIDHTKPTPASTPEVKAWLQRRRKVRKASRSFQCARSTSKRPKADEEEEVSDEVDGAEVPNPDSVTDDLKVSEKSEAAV
GRK2 inh = blocks RNA aptamer binding to human GRK2. bead flow cytometry, FAM-aptamer displacement from GRK2. inhibition of aptamer binding, % at 10 µM. actives 0.59% (n = 330,000). AID 488847;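 active = inhibition of aptamer binding above 40%, roughly 3 SD of noise, on plates passing a quality check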;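 also: median bead fluorescence of bound FAM aptamer so fluorescent compounds give negative values; no value below 0 was filed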
Target sequence (P25098 whole entry, looked up): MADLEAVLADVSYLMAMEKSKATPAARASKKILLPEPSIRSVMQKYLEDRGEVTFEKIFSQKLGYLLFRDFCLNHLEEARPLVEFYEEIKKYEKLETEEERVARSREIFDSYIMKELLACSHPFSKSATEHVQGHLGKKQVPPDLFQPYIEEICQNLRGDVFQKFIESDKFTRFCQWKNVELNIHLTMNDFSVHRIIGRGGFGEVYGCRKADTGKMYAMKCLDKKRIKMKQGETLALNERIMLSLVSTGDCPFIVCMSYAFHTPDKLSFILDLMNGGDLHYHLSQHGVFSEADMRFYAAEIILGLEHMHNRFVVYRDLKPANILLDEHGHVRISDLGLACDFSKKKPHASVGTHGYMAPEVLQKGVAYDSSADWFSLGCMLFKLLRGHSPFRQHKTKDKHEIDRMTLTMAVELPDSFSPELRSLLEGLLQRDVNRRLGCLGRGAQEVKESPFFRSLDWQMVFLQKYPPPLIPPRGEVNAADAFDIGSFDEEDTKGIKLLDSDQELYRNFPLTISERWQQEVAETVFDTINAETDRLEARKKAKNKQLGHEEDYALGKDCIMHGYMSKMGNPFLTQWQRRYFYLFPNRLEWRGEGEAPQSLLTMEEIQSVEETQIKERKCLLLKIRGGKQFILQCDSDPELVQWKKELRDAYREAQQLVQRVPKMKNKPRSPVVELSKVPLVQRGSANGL
CIT2-GFP yeast = alters CIT2-GFP fluorescence in TOR pathway yeast screen; S. cerevisiae CIT2-GFP strain, flow cytometry, 3 h; 100 means same as DMSO wells; GFP response vs DMSO, % at 10 µM; actives 0.065% (n = 320,000); AID 2029;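 active = GFP response relative to DMSO above a set limit, near the screen mean plus 3 SD, cut at about 150% in these data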;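 also: ratio of well median GFP fluorescence to mean of DMSO wells on the plate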
MEP2-GFP yeast = modulators of TOR pathway MEP2-GFP in S. cerevisiae. S. cerevisiae MEP2-GFP strain, flow cytometry GFP, 3 h; 100% = DMSO control level. GFP response vs DMSO, % at 10 µM. actives 0.51% (n = 330,000). AID 2016;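 active = GFP response versus DMSO above a set limit, roughly screen mean plus 3 SD, cut at about 180% in these data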;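 also: median GFP fluorescence of the barcode-gated MEP2-GFP cells per well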
VLA-4 inh = inhibition in a human VLA-4 binding assay. AID 2557. P13612. VLA-4 expressing cells, ligand binding flow cytometry. actives 0.2% (n = 330,000). inhibition, % (about 7 µM as worked out from the volumes in the protocol); in the data active = inhibition above about 50%
LAP4 TOR yeast = alters LAP4-GFP fluorescence in TOR pathway yeast screen. actives 0.34% (n = 320,000). GFP response vs DMSO, % at 10 µM. S. cerevisiae LAP4-GFP multiplex, flow cytometry GFP, 3 h; median GFP as percent of DMSO wells;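 active = GFP response vs DMSO above a set limit, about the screen mean plus 3 SD, cut at about 150% in these data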
RPL19A TOR yeast = modulators of TOR pathway RPL19A-GFP in S. cerevisiae; S. cerevisiae RPL19A-GFP strain, flow cytometry, 3 h; active compounds read low; percent response vs DMSO, % at 10 µM; actives 0.3% (n = 330,000); AID 2025;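 active = percent response vs DMSO below 50%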;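 also: median channel GFP fluorescence of the barcoded RPL19A-GFP strain; ratio of sample median GFP to plate DMSO average so 100% = DMSO; lower means less RPL19A-GFP as with rapamycin TOR inhibition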
AGP1-GFP MLPCN = yeast TOR pathway AGP1-GFP modulation; S. cerevisiae AGP1-GFP multiplex flow cytometry, 3 h; GFP as percent of DMSO wells; GFP response vs DMSO, % at 10 µM; actives 0.02% (n = 320,000); AID 2066;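 active = GFP response relative to DMSO above a set limit, near screen average plus 3 SD, cut at about 150% in these data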;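 also: median GFP channel fluorescence of the gated AGP1 strain per well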
Numbers without * were called inactive; / = not tested or not shown.

structure	CIT2-GFP yeast	GRK2 inh	JMJD2C inh	LAP4 TOR yeast	VLA-4 inh	AGP1-GFP MLPCN	MEP2-GFP yeast	RPL19A TOR yeast
CCC(C)C(NC(=O)C(CC(C)C)NC(=O)C(CO)NC(=O)C1CCC(=O)N1)C(=O)OC (stereo not drawn)	99	12	4	96	-11	104	100	100
COC(C(=O)Nc1ccc(F)cc1)c1ccccc1 (stereo not drawn)	95	0	2	104	3	102	98	100
CSc1nnc2c3ccccc3n(CCc3ccccc3)c2n1	120	1	1	86	31	98	106	109
CC1(C)Cc2cccc(OCC(=O)NCCc3ccccc3)c2O1	81	2	3	97	0	87	100	86
Cc1ccc(S(=O)(=O)N2CCCCC2)cc1NC(=O)Cn1ncc(Cl)c(Cl)c1=O	91	8	3	88	22	88	92	94
COc1cc(CN2CCNC(=O)C2CC(=O)N2CCCCO2)cc(OC)c1 (stereo not drawn)	104	4	-1	94	-13	99	101	105
CC(=O)O[C@H]1CC(=O)OC(C)(C)C2CC(=O)[C@]3(C)C(CC[C@@](C)([C@@H](O[C@@H]4O[C@H](CO)[C@@H](O)[C@H](O)[C@H]4O)c4ccoc4)[C@@]34O[C@@H]4C(=O)O)[C@]21C (stereo partly drawn)	101	0	6	103	-12	103	94	100
O=C(NC1CCCCC1)N(Cc1ccccc1)Cc1ccco1	96	2	-1	97	4	101	101	98
N#Cc1c(NCCCO)nc(-c2ccccc2)c2c1CCCC2	90	7	0	90	-4	94	105	101
COc1ccccc1N1CCN(/N=C/c2cccc(O)c2)CC1	106	1	-8	91	-7	93	100	104
CN(C)c1ccnc(-n2cccc2/C=N/OCc2ccccc2)c1C#N	105	0	-4	98	2	104	106	/
CCC(=O)Nc1nc2c(OC)ccc(C)c2s1	110	0	-1	85	4	93	86	94
CCc1sc(C(=O)Nc2ccccc2N2CCOCC2)cc1C	84	4	7	122	4	96	105	96
Cc1ccc(NS(=O)(=O)c2cc(C(=O)N3CCCC3)ccc2C)cc1C	99	0	1	101	6	101	105	100
CCOC(=O)c1nnn(-c2nonc2N)c1-c1ccc(Cl)cc1	95	0	-6	106	23	100	91	99
CCCC(=O)Nc1ccc(C(=O)N/N=C/c2cccnc2)cc1	/	0	-2	90	1	95	93	95
Cc1ccc(C)c(CN2CCC(CNC(=O)CCc3nnc4ccc(N5CCC(C)CC5)nn34)CC2)c1	109	0	-17	94	-10	97	113	96
O=C(NCCNC(=O)c1cc(Cl)ccc1Cl)c1cnccn1	103	0	-3	97	-6	102	101	103
CS(=O)(=O)N1CCCC(C(=O)NCCN2CCC(Cc3ccccc3)CC2)C1 (stereo not drawn)	103	0	-2	110	-3	106	111	99
CC(=O)OCCn1c(Br)nc2c1c(=O)[nH]c(=O)n2C	89	2	4	95	6	97	101	95
Cc1ccc(/C=N/n2c(-c3cccnc3)n[nH]c2=S)o1	99	0	20	101	-6	105	108	101
COc1ccc(C(=O)NNC(=O)CSc2nc3c(c(=O)n(C)c(=O)n3C)n2C)cc1	93	0	-12	100	19	100	93	93
O=C(NCc1ccccc1)c1ccc(Br)cc1Br	94	1	10	95	2	97	96	104
CCS(=O)(=O)c1nnnn1-c1ccccc1S(C)(=O)=O	103	0	-8	107	-13	108	110	99
CN(C)/C=N/c1nc2nccc(-c3ccccc3)n2n1	109	0	-8	110	8	107	117	107
C=CCN(c1ccc(C(=O)Nc2ccc(NC(C)=O)cc2)cc1)S(C)(=O)=O	94	0	-3	95	-16	98	94	96
CSc1nc(Cl)c(Cc2ccc(OC(C)C)cc2)c(N(C)C)n1	94	3	4	97	-5	91	99	104
CCOc1ccc(NC(=O)CNC(=O)c2nn(-c3ccc(OC)cc3)c(=O)c3ccccc23)cc1	93	0	9	95	-6	100	87	100
CC1CCCC(C)N1C(=O)COc1ccc(-c2nnco2)cc1 (stereo not drawn)	100	3	0	104	-12	102	104	99
Cc1c(C(=O)NCC(c2ccco2)N2CCCC2)sc2ccccc12 (stereo not drawn)	97	0	-9	97	-6	100	105	98
COc1cccc(CNC(=O)c2ccc(S(=O)(=O)N3CCCC3)cc2)c1	105	3	6	97	10	103	106	105
Cc1ccccc1NC(=O)C(C)N1C(=O)c2ccccc2C1=O (stereo not drawn)	101	3	1	79	25	96	99	97
CC(=O)c1ccc2c3c(ccc(O)c13)CC2	83	3	4	105	-8	89	96	97
C=C(C)CSc1nc2nc(C)cc(C)n2n1	99	1	-4	98	-3	99	99	97
O=C(CN1N=C(C(F)(F)F)CC1(O)c1ccc([N+](=O)[O-])cc1)c1ccccc1 (stereo not drawn)	99	2	-5	98	11	104	108	104
C[C@H](CO)N1C[C@H](C)[C@@H](CN(C)Cc2ccc(-c3ccccc3)cc2)Oc2c(NC(=O)c3ccncc3)cccc2C1=O	81	0	2	94	-16	90	93	97
COc1ccc(NC(=S)NCCCN2CCOCC2)cc1	82	0	-7	104	16	82	89	93
NS(=O)(=O)c1ccc(N=Nc2c(=O)[nH]n3c(=O)c4c([nH]c23)CCCC4)cc1	96	0	-10	100	3	97	100	98
CC(C)(C)OC(=O)C[C@@H]1C/C=C\C[C@H](CC(=O)N[C@H](CO)Cc2ccccc2)C(=O)N[C@@H](Cc2c[nH]c3ccccc23)COC1=O	106	6	0	99	-4	104	104	103
O=C(CN1CCN(S(=O)(=O)c2ccccc2)CC1)NCCc1ccccc1	117	2	5	86	-2	99	105	93
CN1C(C(=O)NCc2ccccc2)CC2Cn3c(nc4cc(Cl)c(Cl)cc43)C21 (stereo not drawn)	95	1	2	98	-13	96	98	95
COc1cc(C(=S)N2CCCC2)cc(Cl)c1OCC(=O)Nc1ccc(C)cc1C	92	1	2	101	-7	101	108	100
Cc1cc(C)c(S(=O)(=O)c2cccc(C(F)(F)F)c2)c(=O)[nH]1	105	0	0	89	1	97	101	104
O=C(Nc1ccccn1)c1cccc(S(=O)(=O)N2CCCCC2)c1	94	0	3	98	4	94	98	99
CC1CCN(S(=O)(=O)N2CCC(C(=O)N3CCC(N(C)CC4CCCO4)CC3)CC2)CC1 (stereo not drawn)	90	0	/	108	3	95	96	94
Cc1cc2c(=O)oc(-c3ccc(Br)cc3)nc2s1	85	0	-12	109	7	96	97	100
COc1ccc(C(=O)NC(=S)Nc2cccc(S(=O)(=O)N3CCOCC3)c2)cc1	94	4	5	100	3	99	96	99
CC(=O)Nc1ccc(C(=O)NNC(=O)c2cccs2)cc1	99	2	4	96	28	107	105	104
CC(C)C(NC(=O)/C(=C/c1ccco1)NC(=O)c1ccc(Br)o1)C(=O)O (stereo not drawn)	106	23	-18	98	-12	107	105	105
Cc1ccc2oc(-c3cccc(NC(=O)c4cc(-n5cnnc5)ccc4Cl)c3)nc2c1	91	0	-6	101	-17	98	100	98
COC(=O)c1cccc(Oc2cccc(Cl)n2)c1	99	0	-1	99	-4	97	100	100
Cc1cc(NCc2ccccc2)n2ncnc2n1	93	0	0	97	-4	93	91	94
CCN1C(C(=O)Nc2cc(C)on2)=C(O)c2ccccc2S1(=O)=O	89	0	6	91	1	105	101	103
CCn1c(-c2ccccc2)csc1=Nc1ccc(S(=O)(=O)O)cc1	99	4	-9	93	5	99	104	103
NNC(=O)CNC(=O)c1ccc(F)cc1	108	7	11	100	-6	104	108	108
COc1ccccc1C(=O)O/N=C(\N)c1ccccn1	100	2	-5	105	11	98	106	98
CCOC(=O)C1CCN(C(=O)CN(Cc2ccc(Cl)cc2)S(C)(=O)=O)CC1	102	2	2	86	15	94	89	92
CCCn1c(SCC(=O)N(C2CCCCC2)C2CCS(=O)(=O)C2)n[nH]c1=O (stereo not drawn)	99	2	0	100	-5	98	101	96
Cc1ccc(S(=O)(=O)N2CCOCC2)cc1NC(=O)COC(=O)C1(C)CC1(Cl)Cl (stereo not drawn)	106	0	5	101	18	101	105	103
Nc1c(Cl)ncnc1NCCc1ccc(O)cc1	93	0	-9	80	7	91	82	88

Following part.
structure	CIT2-GFP yeast	GRK2 inh	JMJD2C inh	LAP4 TOR yeast	VLA-4 inh	AGP1-GFP MLPCN	MEP2-GFP yeast	RPL19A TOR yeast
Cc1cc(Cl)ccc1OCCn1cncn1	100	0	-1	98	-17	100	97	104
CC(=O)c1ccc2noc(-c3ccc(Cl)cc3)c2c1	94	0	5	110	-4	95	102	98
CCOc1ccccc1NC(=O)c1cc(Cl)ccc1NC(=O)c1ccco1	98	1	8	99	5	100	100	101
COc1ccc(CNN2CCCCC2C(=O)Nc2ccc(OC)c(OCC(C)C)c2)cc1OC (stereo not drawn)	90	0	-2	98	-17	99	95	96
CCOC(=O)Cn1nc(-c2ccc(Cl)cc2)ccc1=O	94	0	-11	98	29	/	99	96
O=C(COc1ccccc1-c1ccccc1)N/N=C/c1ccccn1	106	6	3	111	25	103	108	103
Cc1ccc(-c2ccc(C3C(C#N)=C(N)Oc4n[nH]c(C)c43)o2)cc1 (stereo not drawn)	98	1	-18	105	6	103	107	98
CC(=O)Nc1ccc(S(=O)(=O)Nc2nc3ccccc3nc2Nc2ccc(O)c(C(=O)O)c2)cc1	101	11	-15	94	-60	101	102	100
COc1ccc(NC(=O)CCNS(=O)(=O)c2ccc3c(c2)c(=O)n(C)c(=O)n3C)cc1OC	88	0	-10	108	3	96	106	97
COC(=O)CNC(=O)COC(=O)C(Cc1ccccc1)NC(=O)c1ccco1 (stereo not drawn)	87	5	-11	85	3	87	92	92
CCCCCN(C(=O)CCC(=O)OCC(=O)Nc1cccc(SC)c1)c1c(N)n(CCCC)c(=O)[nH]c1=O	109	2	-21	108	-3	112	100	100
Cc1ccc(C)c(S(=O)(=O)NCc2ccc(C(=O)N3CCN(C)CC3)cc2)c1	97	0	-13	97	29	104	107	105
O=c1c2ccccc2oc2ncccc12	107	1	4	88	-10	103	102	100
Cc1ccccc1C(=O)NCCCNC(=O)c1ccccc1C	113	0	3	108	-3	115	107	109
CCOC(=O)N1CCN(CCC(=O)Nc2ccc(F)c(F)c2)CC1	104	1	-12	96	1	104	109	104
Cc1ccccc1-c1nc(SCc2cccnc2)c2c(=O)n(C)c(=O)n(C)c2n1	113	0	2	110	-2	116	102	126
N#Cc1ccc(/C=N/NC(=O)c2ccccc2F)cc1	90	0	0	120	13	102	93	93
COc1ccc(CCNC(=O)CC2Nc3ccccc3NC2=O)cc1 (stereo not drawn)	/	0	9	94	3	98	101	96
CCOc1ccccc1C(=O)NCC(=O)NCC(c1ccc(OC)cc1)N1CCOCC1 (stereo not drawn)	80	1	1	88	16	90	93	88
O=C(C[C@H]1C/C=C\CC[C@H](Cc2ccc(F)cc2)C(=O)OCCNC1=O)NCCO	96	0	-13	102	15	101	97	93
Nc1c(-c2ccccc2)c(CSc2nc3ccccc3[nH]2)nn1-c1ccc(Cl)cc1	83	0	11	102	-14	88	91	92
Cc1ccc2c(c1)/C(=C/c1ccco1)C(=O)N2	97	94*	11	96	4	82	99	97
CCCCC(=O)Nc1cccc(NC(=O)c2ccc3c(c2)OCO3)c1	/	1	-7	93	4	87	88	97
Cc1ccnc(NC(=O)c2ccc(Br)s2)c1	99	0	12	99	23	95	106	101

Rewritten as labelled records: entries from further up
> Nc1c(-c2ccccc2)c(CSc2nc3ccccc3[nH]2)nn1-c1ccc(Cl)cc1
  CIT2-GFP yeast: 83; GRK2 inh: 0; JMJD2C inh: 11; LAP4 TOR yeast: 102; VLA-4 inh: -14; AGP1-GFP MLPCN: 88; MEP2-GFP yeast: 91; RPL19A TOR yeast: 92
> O=C(C[C@H]1C/C=C\CC[C@H](Cc2ccc(F)cc2)C(=O)OCCNC1=O)NCCO
  CIT2-GFP yeast: 96; GRK2 inh: 0; JMJD2C inh: -13; LAP4 TOR yeast: 102; VLA-4 inh: 15; AGP1-GFP MLPCN: 101; MEP2-GFP yeast: 97; RPL19A TOR yeast: 93

Random draw from the library (roughly 1.7% active in at least one column).
